Screens (PubChem BioAssay)
MLL CXXC-DNA inh: qHTS Fluorescence Polarization Assay for Inhibitors of MLL CXXC domain - DNA interaction; Histone-lysine N-methyltransferase 2A (Homo sapiens), Q03164; MLL-CXXC / FITC-HOXA9 DNA fluorescence polarization; Potency, µM (doses to about 115 µM), inactives show at the highest dose activity change, negative = inhibition, actives largely listed as inhibitors; 0.037% of 290,000 active; AID 2662, 2010; active means well fitted inhibition curve with a large enough effect in the polarisation, with a control signal flat, not every such curve was filed as active; inconclusive means small, poorly fitted or top-dose-only effect, or effect the other way, or a change in a side signal; inactive means no such curve, though single readings can be large or run the other way; the % refers to the polarisation; further: potency means the concentration at half of the fitted maximal effect
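Fluorescence polarization: 7 uM MLL-CXXC (stock) preincubated 5 min with compounds, then 50 nM fluorescein-HOX-A9 DNA (stock) added; 30 min ambient. Buffer 50 mM Tris-HCl pH 7.5, 50 mM NaCl, 1 mM DTT, 0.05% BSA.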
Menin MLL FP TR: qHTS Assay for Inhibitors Targeting the Menin-MLL Interaction in MLL Related Leukemias: Competition With Texas Red Labeled MLL-derived Mutant Peptide. AID 1768, 2009. O00255. Potency, µM (highest dose often 61.6 µM), inactives show at the highest dose FP activity change, negative = inhibition, hits mostly inhibitors. Menin + Texas Red MLL mutant peptide, fluorescence polarization. 0.23% of 270,000 active; active means well fitted inhibition curve with a large enough effect in the polarisation, with a control signal flat, not every such curve was filed as active; inconclusive means small, poorly fitted or top-dose-only effect, or effect the other way, or a change in a side signal; inactive means no such curve, though single readings can be large or run the other way; the % refers to the polarisation; further: potency means the concentration at half of the fitted maximal effect; % of control where 0% means no effect; many of its hits are not listed in these tables
hERG WT inh: qHTS for Inhibitors of KCHN2 3.1: Wildtype qHTS | Voltage-gated inwardly rectifying potassium channel KCNH2 (Homo sapiens), Q12809 | U2OS, BacMam KCNH2, thallium flux FluxOr; hits give low values | 0.37% of 340,000 active | activity change, % at 1.84 µM;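 active means maximum activity change below -70%; inconclusive means maximum activity change between -70% and -50%; inactive means maximum activity change above -50%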; further: on the % scale 0 is the no-effect control and ±100 the full control effect
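U2OS cells were transduced with wild-type KCNH2 virus (2.03 x 10^8 / mL) for 4 h at room temperature, then cultured overnight at 37 C. Thallium flux was read with FluxOr dye. Rate constants were normalized to DMSO controls.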
B2AR arrestin: qHTS assay of beta-arrestin-biased ligands of beta2-adrenergic receptor. Potency, µM (doses to about 46.1 µM), for the others: at the top dose activation, hits mostly activators. Beta-2 adrenergic receptor (Homo sapiens), P07550. 0.02% of 330,000 active. beta-arrestin recruitment to beta2AR, cell-based reporter;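 further: potency means the concentration at half of the fitted maximal effect; 0% = DMSO controls and full agonism = EC100 isoproterenol or metaproterenol; nearly all actives have a fitted effect of over 65% in size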
FBPA coupling cs: qHTS Assay for Inhibitors of Fructose-1,6-bisphosphate Aldolase from Giardia Lamblia: Coupling assay counterscreen. coupling enzyme system counterscreen, AmpLite Red fluorescence. activity change, negative = inhibition, % at 58.2 µM, hits read low. 0.67% of 290,000 active. AID 2472, 2010; in the data active means activity change below about -30%; further: on the % scale 0 is the no-effect control and ±100 the full control effect
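First, compound is pin-transferred into glyceraldehyde-3-phosphate coupling-enzyme reagent at 57.5 uM final and held 10 min at RT. Next, substrate, coupling system and AmpLite Red are added. After 20 min RT, fluorescence (525/598 nm) is read.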
USP2a block: qHTS Assay for Inhibitors of Ubiquitin-specific Protease USP2a Using CHOP2 as the Reporter. AID 463254, 2010. USP2 core, Ub-CHOP2 coupled fluorogenic reporter, 485/531. Ubiquitin carboxyl-terminal hydrolase 2 (Homo sapiens), O75604. Potency, µM (series often up to 38.3 µM), for the others: top-dose activity change, negative = inhibition, most hits filed as inhibitors. 0.01% of 330,000 active;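 further: potency means the concentration at half of the fitted maximal effect; plate controls were DMSO wells for no effect and full inhibition by NEM control for full effect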
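Cell-free coupled assay: 10nM USP2 core preincubated 30min RT with compound in Tris-HCl pH 8.0/CaCl2/CHAPS buffer, then 25nM Ub-CHOP2 and 25nM reporter substrate; fluorescence (Ex 485/Em 531) read after 60min RT, normalized to NEM inhibition, concentration-response curves fitted.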
KCNH2 3.1 block: qHTS for Inhibitors of KCHN2 3.1: Mutant qHTS; 0.95% of 340,000 active; activity change, % (tested at about 1.8 µM); Potassium voltage-gated channel subfamily H member 2, brain isoform KCNH2 3.1 (human); AID 720553, 2013; U2OS KCNH2 3.1, thallium flux FluxOr; hits give low values;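 active means maximum activity change below -70%; inconclusive means maximum activity change from -70% to -50%; inactive means maximum activity change above -50%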;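 further: thallium influx rate constant from kinetic fluorescence after stimulation buffer; on the % scale 0 is the no-effect control and ±100 the full control effect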
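Measured as rate of thallium-driven FluxOr signal in transduced U2OS cells carrying the 3.1 channel, read kinetically for 2 min upon stimulation; values are rate constants scaled to DMSO control wells.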
TRPV1 agonist: HTS Assay for Compounds that Act as Agonists of the Vanilloid Receptor 1; TRPV1-expressing cells, Fluo-8 calcium influx, agonist mode; Transient receptor potential cation channel subfamily V member 1 (Homo sapiens), Q8NER1; AID 540275, 2011; 0.19% of 320,000 active; activation, % at 8.33 µM; in the data active means activation above about 80%; inconclusive means between about 30% and that limit; further: 0% is about no effect
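Fluo-8 calcium influx in TRPV1-expressing cells, kinetic read (ex 480/em 520 nm). Compound added and read 3 min for agonist activity, followed by capsaicin at EC20 final and 2 min further read for enhancement.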
Giardia kill: Small Molecules that selectively kill Giardia lamblia: qHTS; 0.15% of 340,000 active; AID 540267, 2011; activity change, % at 7.66 µM, hits read low; Giardia lamblia trophozoite viability; in the data active means activity change below about -80%; inconclusive means between about -30% and that limit;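 further: parasites exposed to compound for two days anaerobically before the ATP read; on the % scale 0 is the no-effect control and ±100 the full control effect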
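Giardia lamblia trophozoites (100 cells/well) were incubated with compounds for 48 h at 37 deg C under anaerobic conditions. Viability was read as ATP content by one-step luminescence after 15-30 min at room temperature.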
PKM2 act: qHTS Assay for Activators of Human Muscle isoform 2 Pyruvate Kinase | Pyruvate kinase PKM (Homo sapiens), P14618 | AID 1631, 2009 | purified PKM2, Kinase-Glo ATP luminescence, activation; response scale: 0% is enzyme alone, no compound | Potency, µM (series often up to 57.5 µM), for inactives: at the top dose activation, actives largely listed as activators | 0.34% of 260,000 active; further: potency means the concentration at half of the fitted maximal effect; on the % scale 0 is the no-effect control and ±100 the full control effect; nearly all actives have a fitted effect of over 55% in size
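Purified hPK-M2 (>95% pure) converted ADP (0.1 mM final) to ATP with 0.5 mM PEP in 50 mM imidazole pH7.2, KCl, MgCl2, Tween 20, BSA; 1 h at room temperature. ATP detected by Kinase-Glo luminescence.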
GALK inhibitor: qHTS Assay for Inhibitors of Human Galactokinase (GALK) | P51570 | Purified GALK, Kinase-Glo residual ATP luminescence | Potency, µM (doses to about 57.5 µM), for inactives: top-dose activity change, negative = inhibition, hits mostly inhibitors | 0.007% of 270,000 active; further: potency means the concentration at half of the fitted maximal effect; on the % scale 0 is the no-effect control and ±100 the full control effect
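Galactose (100 uM) and ATP (35 uM) were turned over by 5 nM GALK for 1 h at RT. Kinase-Glo Plus then converted the remaining ATP into a luminescent signal.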
Active calls of the source: *; i = inactive; ? = inconclusive; nt = not tested or not shown; & = joins results of further samples; [ ] = remark or other dose. Unless noted, the call rests on the fitted dose curve; in most records, active means well fitted curve in the direction sought with a large enough effect; inconclusive means small, poorly fitted or top-dose-only effect, or another doubt; inactive means no such curve, though single readings can be large; an effect the other way counts as inactive or inconclusive.

SMILES	MLL CXXC-DNA inh	Menin MLL FP TR	hERG WT inh	B2AR arrestin	FBPA coupling cs	USP2a block	KCNH2 3.1 block	TRPV1 agonist	Giardia kill	PKM2 act	GALK inhibitor
CCOc1ccc(C(=O)Nc2ccncc2)cc1	5%	-5%	2	0.0%	-1	0%	9	-4	-3	-2%	5%
N#Cc1c(SCC(=O)Nc2nc3ccccc3s2)sc2c(O)cc(=O)[nH]c12	nt	nt	-3	-0.2%	nt	?	-5	4	-9	nt	nt
Cc1ccc(-n2nnnc2SCc2nnc(-c3ccccc3Br)o2)c(C)c1	12%	-3%	-12	-1.0%	-1	2%	-5	-2	-5	-2%	6%
COc1ccc(-c2[nH]ncc2CN2C[C@@H]3CCC[C@H]2C3)c(F)c1	3%	3%	5	-1.1%	2	?	-8	0	-12	-2%	1%
CC(=O)c1cc2c(cc1NC(=O)CN1CCN(c3ccc(F)cc3)CC1)OCO2	3%	10%	-5	-0.2%	0	0%	18	-1	8	-2%	0%
CCOc1cc(CNc2ccc(N3CCCC3)cc2)cc(Cl)c1OC	-1%	?	-3	2.9%	-22	1%	5	-1	-3	-8%	nt
N#C/C(=C\c1cccc([N+](=O)[O-])c1)C(=O)Nc1cccnc1	-9%	14%	1	-0.2%	0	0%	-4	1	-6	-12%	4%
Cc1cccc(OCc2nc(C#N)c(N3CCCC3)o2)c1	-7%	nt	-5	-0.1%	2	-2%	12	17	-7	5%	nt
Cn1cc(CN2CCN(Cc3cccnc3)CC2)c(-c2ccc3c(c2)OCCO3)n1	-6%	-18%	1	0.1%	0	-4%	-7	1	11	3%	-3%
COc1cccc(Cn2nnc(C(=O)NCc3ccc4c(c3)OCO4)c2N)c1	5%	-3%	-2	0.2%	3	2%	-9	21	5	15%	14%
CN(c1ccccc1)S(=O)(=O)c1ccc(C(=O)N2CCN(c3ccccc3Cl)CC2)cc1	nt	nt	-11	-0.8%	nt	-15%	2	nt	-8	nt	nt
Nc1nc(-c2ccco2)nn1S(=O)(=O)c1ccccc1	-7%	11%	-10	0.1%	0	4%	-12	-2	11	4%	0%
COc1ccc(CCNC(=O)c2ccccc2OCc2ccccc2)cc1	4%	nt	-8	6.2%	nt	-1%	nt	?	17	-1%	5%
Cc1ccc(NC(=O)CCN2C(=O)NC3(CCCC3)C2=O)cc1S(=O)(=O)N1CCOCC1	nt	nt	-3	-0.2%	nt	1%	10	-4	1	nt	nt
CCC(C)NC(=O)CSc1ccc(S(=O)(=O)N2CCN(Cc3ccccc3)CC2)cn1 (stereo not given)	nt	nt	13	0.4%	nt	2%	0	22	33[activator]	nt	nt
COc1ccc(-c2nsc3c(N4CCCCC4C)ncnc23)cc1 (stereo not given)	-25%	18%	2	0.3%	0	2%	3	2	?	-8%	5%
CC(=O)NCCC(Cc1ccccc1)c1ccco1 (stereo not given)	-1%	-4%	-23	0.3%	-2	1%	-2	13	?	16%	-2%
O=C(CCc1cnccn1)NC1CCCc2c1cnn2-c1ccc(F)cc1F (stereo not given)	-1%	11%	4	-1.1%	0	0%	2	2	7	-7%	12%
O=C(N=C1SC2CS(=O)(=O)CC2N1c1cccc(Cl)c1Cl)C1CC1 (stereo not given)	3%	nt	-15	-0.3%	nt	1%	-3	-4	1	nt	6%
COc1ccc(CCNC(=O)C(Sc2ccccn2)c2ccccc2)cc1OC (stereo not given)	-6%	nt	-11	-0.5%	2	0%	-12	3	0	-7%	3%
Cc1ccccc1Nc1nc(NCc2ccco2)c2ccccc2n1	15%	-13%	4	-0.3%	0	0%	-47	-1	-1	-5%	-1%
O=C(COC(=O)C(Cc1ccccc1)NC(=O)c1ccccc1)c1ccccc1 (stereo not given)	-5%	-1%	i	-0.8%	-1	-1%	-2	9	5	-6%	2%
O=C(CCC(=O)N/N=C/c1ccc(Br)s1)NCc1ccccc1	12%	-17%	-12	5.4%	-1	2%	3	2	9	3%	1%
NC(=O)c1ccc(SCC(=O)OCC(=O)NC2CCCCCCC2)c([N+](=O)[O-])c1	nt	nt	1	1.0%	nt	5%	3	3	2	nt	nt
O=c1[nH]c(=O)n([C@H]2C[C@H](O)[C@@H](CO)O2)cc1F	-6%&-1%	14%	-16	-0.4%	4&1&-1&3	-10%	4	0	-12	-1%	0%
CC(C)CC(C(=O)NCC1CCCO1)N(C(=O)Cn1nnc(-c2ccc(F)cc2)n1)c1ccccc1F (stereo not given)	4%	-8%	1	-0.1%	1	-1%	6	14	-8	-5%	0%
CN(C1CCCCC1)C(CNS(=O)(=O)c1ccccc1)c1ccccc1 (stereo not given)	-1%	-2%	3	0.3%	-1	0%	9	7	?	nt	-1%
Cc1nc(CN(C)C(=O)c2cc(COc3ccc4ncccc4c3)on2)cs1	3%	-7%	2	0.3%	-1	2%	-5	5	4	4%	-2%
CN(C(=O)COC(=O)CSCc1cccc(Cl)c1)c1c(N)n(Cc2ccccc2)c(=O)[nH]c1=O	nt	nt	-10	0.0%	nt	3%	-5	4	6	nt	nt
COc1cc(C(=O)NCc2ccc(-c3nc4ccccc4o3)cc2)cc(OC)c1OC	5%	1%	19	nt	3	nt	-24	2	15	3%	0%
Cc1nnc2ccc(-c3ccc(NS(=O)(=O)c4ccc(Cl)s4)cc3)nn12	nt	nt	16	-0.5%	nt	1%	5	5	0	nt	nt
Cc1[nH]c2ccc(Br)cc2c(=O)c1CN1CCCCC1	-2%	-7%	2	0.3%	-2	1%	-15	-1	1	-2%	1%
CCCCSc1nc(C)cc(C)c1S(=O)(=O)c1ccccc1C	1%	29%	8	-0.4%	3	2%	26	5	5	-3%	0%
COc1cccc(CNC(=O)C2CCN(c3nn4c(=O)cc(C)nc4s3)CC2)c1	0%	?	7	-0.2%	2	0%	15	-1	-20	nt	-1%
COc1ccccc1CCC(=O)Nc1nccs1	0%	9%	0	-0.9%	-2	-10%	-2	10	18	nt	6%
C#CCOCCOCCOCCNc1nc(N2CCN(C(=O)[C@H](CCC(=O)O)n3cc(C(N)Cc4ccc(O)cc4)nn3)CC2)nc(N2CCN(C(=O)[C@H](Cc3cc4ccccc4[nH]3)n3cc(C(N)CC(C)C)nn3)CC2)n1 (stereo not given in full)	-17%	?	nt	-0.1%	0	1%	nt	3	nt	1%	-2%
O=C(Nc1ccc(S(=O)(=O)N2CCCCC2)cc1)c1ccco1	5%	nt	1	-0.5%	1	3%	5	?	-7	nt	0%
CCn1cc(Br)c(C(=O)N(C)Cc2ccccc2)n1	-8%	8%	-1	-0.4%	0	1%	-22	1	5	-2%	-5%
COc1ccc(/C=N/NC(=O)c2ccc(Br)o2)cc1Cn1cc([N+](=O)[O-])cn1	-6%	-5%	-7	-2.0%	0	-3%	-22	-1	11	-17%	1%
CCOC(=O)c1c(C(C#N)C#N)cc(C)nc1C	0%	-4%	-2	0.2%	5	1%	-8	-2	-17	-1%	6%
COc1ccc2c(C(=O)c3ccc(Cl)cc3)n(CCCC(N)=O)[n+]([O-])c2c1	nt	nt	1	0.1%	nt	-1%	3	3	-7	nt	nt
Cc1ccc(S(=O)(=O)NCCCNS(=O)(=O)c2ccccc2[N+](=O)[O-])cc1	6%	7%	4	-0.9%	1	-1%	-15	1	-27	14%	-4%
CCOCCCNC(=O)c1ccc(Br)cc1	8%	6%	32	0.6%	2	1%	-6	-1	12	-1%	3%
CC(=O)CCc1oc2ccc(C)cc2c1-c1ccccc1	5%	nt	-4	-1.9%	2	1%	-14	?	3	1%	11%

These rows are one share of the data; the hit share may differ from the screen's.
